# Abeta yeast res: qHTS for compounds that reverse cellular toxicity of Amyloid beta (A-beta) peptide in yeast: Primary Screen; yeast expressing A-beta42, growth rescue, OD600, 48 h; response scale: 0% DMSO, 100% iron-clioquinol control; Potency, µM (series often up to 46.1 µM), for the others: top-dose growth rescue, usual class: activators; 410,000 compounds, 0.063% hits; further: potency means the concentration at half of the fitted maximal effect; nearly all actives have a fitted effect of over 55% in size
#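 Yeast growth medium received pinned compounds, then yeast cells expressing toxic A-beta were added; plates incubated at 30 C for 48 hr. Growth read as absorbance at 600 nm, normalized to DMSO and equimolar FeCl3 plus clioquinol controls.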
# PTHR1 ag: qHTS for PTHR1 Agonists: Primary Screen | HEK293 GP2 PTHR1 cells, GloSensor cAMP luminescence, 1 h | 410,000 compounds, 0.075% hits | Potency, µM (series often up to 115 µM), for the others: top-dose activation, usual class: activators | AID 743266, 2014; further: potency means the concentration at half of the fitted maximal effect; nearly all actives have a fitted effect of over 55% in size; some results filed as inactive show a strong effect at the top dose; inactives centre near -15; many of its hits are not listed in these tables
# Target sequence (Q03431 whole entry, looked up): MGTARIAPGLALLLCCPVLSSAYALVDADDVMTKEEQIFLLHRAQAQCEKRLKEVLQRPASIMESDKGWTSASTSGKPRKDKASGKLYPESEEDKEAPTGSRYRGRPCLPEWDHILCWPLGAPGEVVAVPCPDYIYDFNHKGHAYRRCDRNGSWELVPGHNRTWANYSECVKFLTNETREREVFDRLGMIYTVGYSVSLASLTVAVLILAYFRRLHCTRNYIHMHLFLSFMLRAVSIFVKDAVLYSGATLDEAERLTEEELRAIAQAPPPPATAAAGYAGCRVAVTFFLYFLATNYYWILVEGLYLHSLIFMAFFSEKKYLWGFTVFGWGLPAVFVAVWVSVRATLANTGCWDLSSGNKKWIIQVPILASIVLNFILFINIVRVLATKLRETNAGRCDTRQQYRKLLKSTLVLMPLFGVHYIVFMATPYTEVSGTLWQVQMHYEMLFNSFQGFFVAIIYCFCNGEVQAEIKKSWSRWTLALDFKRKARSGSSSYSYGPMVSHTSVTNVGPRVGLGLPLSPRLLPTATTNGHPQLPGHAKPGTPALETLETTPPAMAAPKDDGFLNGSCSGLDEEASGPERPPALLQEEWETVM
#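 HEK-293-derived GP2 cells expressing PTHR1 and a GloSensor cAMP reporter, 3,000/well, plated overnight, given luciferin plus IBMX (each 0.5 mM as added) for 1 h at 37 °C, then compound for 1 h at 37 °C. Luminescence was read after 15 min at room temperature.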
# TDP-43 yeast inh: qHTS of TDP-43 Inhibitors; TDP-43 expressing yeast growth rescue, BacTiter-Glo, 24 h; Potency, µM (top dose mostly 46.1 µM), without a hit: at the top dose growth rescue (activation), actives largely listed as activators; 410,000 compounds, 1.8% hits; AID 652104, 2013; further: potency means the concentration at half of the fitted maximal effect; % of control where 0% means no effect; nearly all actives have a fitted effect of over 50% in size
#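 In this qHTS, compounds that restore growth of yeast expressing TDP-43 appear as activators. Cells (OD600=0.02, galactose medium, raffinose-pregrown) are incubated with compound 24 hr at 30 deg C and growth is quantified by BacTiter-Glo.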
# aSyn yeast inh: qHTS of alpha-syn Inhibitors; Yeast expressing alpha-synuclein, growth rescue, BacTiter-Glo, 24 h; 370,000 compounds, 0.14% hits; Potency, µM (titrated, usually from 46.1 µM), inactives show at the top dose growth rescue (activation), actives largely listed as activators; AID 652106, 2013; further: potency means the concentration at half of the fitted maximal effect; % of control where 0% means no effect; nearly all actives have a fitted effect of over 65% in size
#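 Readout is rescue of growth in alpha-synuclein-expressing yeast, so inhibitors of toxicity appear as activators. Growth after 24 hr at 30 deg C in galactose medium is quantified by luminescence.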
# Mm-Cpn inhibitor: Inhibitors of TCP-1 ring complex (TRiC) of Methanococcus maripaludis (MmCpn): qHTS | 330,000 compounds, 0.031% hits | purified Mm-Cpn ATPase, ADP Transcreener TR-FRET | Chaperonin Mm-Cpn (Methanococcus maripaludis) | Potency, µM (doses to about 76.9 µM), without a hit: at the highest dose activity, negative = inhibition, usual class: inhibitors; further: potency means the concentration at half of the fitted maximal effect; on the % scale 0 is the no-effect control and ±100 the full control effect; nearly all actives have a fitted effect of over 80% in size
#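 Purified archaeal Mm-CPN (25nM final) preincubated 10 min at 37degC with compound, then 10uM ATP for 30 min at 37degC; ADP measured by HTRF Transcreener TR-FRET; buffer 30 mM TRIS pH 7.4, 100mM KCl, 5mM MgCl2, 1mM DTT.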
# Akt phos inh: HTS Assay for Inhibitors of Akt Phophorylation: Primary Screen | Neuro2A IGF-stimulated pAkt S473 HTRF, 20 min; active compounds read low | activity change, % for hits at 50 µM | 360,000 compounds, 0.32% hits | AID 651550, 2012; in the data active means activity change below about -80%; inconclusive means mostly about -51% to -80%; further: on the % scale 0 is the no-effect control and ±100 the full control effect
#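 Neuro2A cells (4,500/well, DMEM with 0.5% FBS) were treated with compound at a single 50 µM final concentration, stimulated with 6 nM IGF for 20 min at 37 °C, and lysed. Phospho-Akt Ser473 was read by HTRF as 665/615 ratio ×10^4.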
# FUS suppressor: qHTS for Suppressors of FUS Proteinopathy: Primary screen using FUS-linked yeast assay | S. cerevisiae FUS-expressing, growth rescue, OD600, 24 h | Potency, µM (top dose mostly 76.6 µM), for the others: top-dose growth rescue (activation), most hits filed as activators | 390,000 compounds, 0.24% hits | AID 1347120, 2019;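 further: potency means the concentration at half of the fitted maximal effect; plate controls were DMSO vehicle for no effect and reference control for full effect; nearly all actives have a fitted effect of over 55% in size; some results filed as inactive show a strong effect at the top dose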
#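 Compound concentration series was pinned onto galactose-induced FUS-expressing yeast seeded at OD 0.005. Plates sat 24hr at 30C; absorbance at 600 nm gave growth. DMSO served as background control.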
# GLP-1R inv ag: qHTS of GLP-1 Receptor Inverse Agonists (Inhibition Mode); AID 624417, 2012; HEK293 GLP-1R CRE-luciferase, luminescence, 24 h; GLP-1R form is constitutively active; Potency, µM (doses to about 38.3 µM), for inactives: top-dose activity change, negative = inhibition, most hits filed as inhibitors; Glucagon-like peptide 1 receptor (Homo sapiens), P43220; 410,000 compounds, 1.6% hits; further: potency means the concentration at half of the fitted maximal effect; on the % scale 0 is the no-effect control and ±100 the full control effect; nearly all actives have a fitted effect of over 55% in size
# Target sequence (P43220 whole entry, looked up): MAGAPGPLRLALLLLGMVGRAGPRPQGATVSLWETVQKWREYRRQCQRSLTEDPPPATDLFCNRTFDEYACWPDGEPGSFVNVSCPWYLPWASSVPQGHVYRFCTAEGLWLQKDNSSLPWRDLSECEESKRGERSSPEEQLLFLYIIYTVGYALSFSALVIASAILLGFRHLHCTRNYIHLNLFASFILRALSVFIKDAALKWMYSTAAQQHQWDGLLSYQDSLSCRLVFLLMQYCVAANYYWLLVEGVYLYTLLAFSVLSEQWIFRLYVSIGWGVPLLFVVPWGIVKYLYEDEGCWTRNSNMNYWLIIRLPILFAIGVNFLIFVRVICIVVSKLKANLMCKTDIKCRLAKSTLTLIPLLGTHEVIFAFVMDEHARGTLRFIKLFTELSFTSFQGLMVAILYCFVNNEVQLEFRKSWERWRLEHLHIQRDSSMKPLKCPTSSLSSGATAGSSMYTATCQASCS
#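 Constitutively active GLP-1R drives a cAMP-responsive luciferase in stably transfected HEK293 cells; test compounds are added after overnight (12 h) attachment and left 24 hr, and signal loss in luminescence marks inhibition.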
# HEK293 tox: qHTS of GLP-1 Receptor Inverse Agonists: Cytotox Screen | HEK293 cAMP-luciferase reporter cells, luminescence, 24 h | Potency, µM (top dose mostly 38.3 µM), for the others: at the highest dose activity change, negative = inhibition, most hits filed as inhibitors | 410,000 compounds, 0.13% hits | AID 624418, 2012;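 further: loss of luciferase light is scored as toxicity; potency means the concentration at half of the fitted maximal effect; on the % scale 0 is the no-effect control and ±100 the full control effect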
#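 Here, cytotoxicity is scored as loss of luminescence. The MLSMR collection was tested on cells seeded in medium containing 10% Nu serum, with a 24 hr compound exposure preceded by 12 hours of culture.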
# * marks the source's active call; other numbers are inactive results; i = inactive; ? = inconclusive; / = no result given; & = joins results of further samples; [ ] = remark or other dose. Unless noted, the call rests on the fitted dose curve; in most records, active means well fitted curve in the direction sought with a large enough effect; inconclusive means small, poorly fitted or top-dose-only effect, or another doubt; inactive means no such curve, though single readings can be large; an effect the other way counts as inactive or inconclusive.
# Values run as follows: Abeta yeast res, PTHR1 ag, TDP-43 yeast inh, aSyn yeast inh, Mm-Cpn inhibitor, Akt phos inh, FUS suppressor, GLP-1R inv ag, HEK293 tox
CN(c1ccc(OCC(=O)OCC(=O)Nc2ccccc2)cc1)S(=O)(=O)c1cccs1
  0%, i, -10%, -3%, 5%, i, 29%, 20%, 6%
Cc1nc(N2CCCC2)ncc1C(=O)NCc1ccccc1Cl
  20%, -12%, 35µM*, /, /, /, -5%, 6%, 6%
O=C(NCc1ccc2c(c1)OCO2)C1CCCN1C(=O)Nc1ccccc1 (configuration not stated)
  -1%, -4%, -22%, -2%, 2%, i, -8%, -7%, ?
COc1ccccc1NC(=O)c1cc(S(=O)(=O)N2CCCC2)cn1C
  -12%, -11%, 0%, 1%, 2%, i, -17%, 8%, 2%
Nc1ccc(C(=O)NCCCCCCNC(=O)c2ccc(N)cc2)cc1
  -4%, i, -5%, -13%, 1%, i, -18%, 0%, 12%
C1COCCNCCOCCOCCN1
  14%, i, 17%, 0%, 0%, i, 11%, 23%, 9%
Cc1cccc2sc(N(CCCN3CCOCC3)C(=O)CS(=O)(=O)c3ccc(F)cc3)nc12
  5%, i, -8%, 0%, -1%, i, 7%, 2%, -6%
Cc1cccc(-c2nnc(SCCC(=O)N3CCOCC3)o2)c1
  0%, -13%, -7%, 0%, -2%, i, 4%, 4%, 0%[1.53 µM]
CCCOc1ccc(C2C3=C(Nc4nc(N)[nH]c(=O)c42)c2ccccc2C3=O)cc1 (configuration not stated)
  6%, -10%, -5%, 2%, -2%, i, 38%, -20%, ?
Cc1cccc(NC(=O)/C(=C\c2ccco2)NC(=O)c2ccccc2)c1
  12%, 0%, 4%, /, -1%, /, 12%, -1%, 6%
O=C(NCCCN1CCN(c2cccc(Cl)c2)CC1)C1CCC(=O)N1Cc1ccccc1Cl (configuration not stated)
  -1%, -8%[57.5 µM], -10%, -1%, -4%, i, -31%, ?, -17%
COc1ccc(C2c3ccc(O)cc3Oc3ncn4nc(-c5ccco5)nc4c32)cc1OC (configuration not stated)
  9%, -8%, 6%, 5%, 2%, i, 38%, 94%[activator], 5%
CCc1cccc(C)c1Nc1c(-c2cccc(O)c2)nc2nc(C)cc(C)n12
  -3%, i, 22%, /, /, /, 7%, ?, 7%
Cc1ccc(NC(=O)c2ccc(Nc3c([N+](=O)[O-])cc([N+](=O)[O-])cc3[N+](=O)[O-])cc2)cc1
  -2%, -40%[inhibitor], ?, 6%, 2%, i, /, 0%, ?
c1ccc2c(c1)CC1(CCCC1)N=C2N1CCOCC1
  2%, i, 6%, -2%, -1%, i, -11%, -9%, -10%
CC(=O)OC[C@H]1O[C@@H](Oc2cc3ccc(=O)oc3cc2OC(C)=O)[C@H](OC(C)=O)[C@@H](OC(C)=O)[C@@H]1OC(C)=O
  8%, -13%, 9%, 1%, /, i, 21%, 2%, /
Cc1cc(NC(=O)c2cc(C3CC3)on2)n(-c2ccccc2)n1
  -6%, i, 18%, -5%, -2%, i, -10%, -7%, -5%
C=CCC1CCCCC12NC(=O)NC2=O (configuration not stated)
  0%, i, 7%, 3%, -16%, i, -4%, 8%, -3%
O=C(c1cccs1)c1ccccc1Cc1cccs1
  7%, -12%, ?, 0%, /, i, /, ?, -6%
CC(C)(C)C(=O)Cn1c(NCCO)nc2ccccc21
  -8%, i, 1%, -6%, 1%, i, 24%, 3%, 22%

# In another format: 3 of the compounds above.
smiles: COc1ccc(C2c3ccc(O)cc3Oc3ncn4nc(-c5ccco5)nc4c32)cc1OC (configuration not stated)
  Abeta yeast res: 9%; PTHR1 ag: -8%; TDP-43 yeast inh: 6%; aSyn yeast inh: 5%; Mm-Cpn inhibitor: 2%; Akt phos inh: i; FUS suppressor: 38%; GLP-1R inv ag: 94%[activator]; HEK293 tox: 5%

smiles: CCc1cccc(C)c1Nc1c(-c2cccc(O)c2)nc2nc(C)cc(C)n12
  Abeta yeast res: -3%; PTHR1 ag: i; TDP-43 yeast inh: 22%; aSyn yeast inh: /; Mm-Cpn inhibitor: /; Akt phos inh: /; FUS suppressor: 7%; GLP-1R inv ag: ?; HEK293 tox: 7%

smiles: Cc1ccc(NC(=O)c2ccc(Nc3c([N+](=O)[O-])cc([N+](=O)[O-])cc3[N+](=O)[O-])cc2)cc1
  Abeta yeast res: -2%; PTHR1 ag: -40%[inhibitor]; TDP-43 yeast inh: ?; aSyn yeast inh: 6%; Mm-Cpn inhibitor: 2%; Akt phos inh: i; FUS suppressor: /; GLP-1R inv ag: 0%; HEK293 tox: ?

# Further compounds:
# Values run as follows: Abeta yeast res, PTHR1 ag, TDP-43 yeast inh, aSyn yeast inh, Mm-Cpn inhibitor, Akt phos inh, FUS suppressor, GLP-1R inv ag, HEK293 tox
COc1ccc(NC(=O)CCc2nc3ccccc3[nH]2)cc1
  22%, i, -6%, 1%, 1%, i, 11%, 20%, 3%
COC(=O)C1=CN(c2cccc(OCc3ccccc3)c2)C(N)=C(C#N)C1c1ccc(-c2ccccc2)cc1 (configuration not stated)
  -4%, -15%, 20%, 2%, /, i, ?, -21%, -5%
CCOc1ccc(NC(=O)[C@@H](NC(=O)OCc2ccccc2)[C@@H](C)CC)cc1
  0%, i, 12%, -2%, 1%, i, 5%, 14%, -4%[1.53 µM]
CC(=O)c1c(C)[n+]([O-])c2ccc3c(non3O)c12
  -7%, i, -3%, -1%, 3%, i, -27%, -18%, -12%
O=C(Nc1cccc(-c2cn3ccccc3n2)c1)C1CC1
  10%, i, -11%, 2%, -1%, i, 13%, 43%[activator], -4%
CC1CC(C)(C)CC2(C1)NC(=O)N(CC(=O)NCCc1c[nH]c3ccccc13)C2=O (configuration not stated)
  6%, i, 13%, -2%, 2%, i, /, -57%, -10%
O=C(Nc1ccc2nc(SCC(=O)N3CCCC3)sc2c1)c1ccc(Br)cc1
  -15%, i, -17%, /, /, /, 8%, 13%, 1%
COc1cc(NC(=O)CSc2nc3[nH]c(=O)cc(O)c3s2)cc(OC)c1OC
  -21%, 18%, -13%, -7%, -1%, i, 31%, 0%, -8%
COc1ccc(CN2CCNC(=O)C2CC(=O)N(C)Cc2nonc2C)c(F)c1 (configuration not stated)
  -4%, -17%, 7%, -4%, 0%, i, /, 4%, 4%
COc1ccc2nc(Nc3ccc4c(c3)OCO4)sc2c1
  21%, i, 33%, 0%, 0%, i, 22%, 11%, -44%

# Following part.
SMILES	Abeta yeast res	PTHR1 ag	TDP-43 yeast inh	aSyn yeast inh	Mm-Cpn inhibitor	Akt phos inh	FUS suppressor	GLP-1R inv ag	HEK293 tox
N#C/C(=C\c1ccc(Cl)s1)C(=O)N1CCN(c2ccccc2)CC1	8%	-18%	19%	0%	2%	i	-8%	-6%	-5%
Cc1ccc(C(=O)c2oc3ccccc3c2NC(=O)Cc2coc3c(C)c(C)ccc23)cc1	-5%	-6%	25%	/	/	/	-7%	5%	23%
Cc1cccc(C(=O)N/N=C/c2ccc3c(c2)OCO3)n1	-7%	i	-3%	-2%	1%	i	9%	2%	-3%
CC(C)CCNC(=O)CN1C(=O)CSc2ccc(S(=O)(=O)N3CCC(C)CC3)cc21	-15%	i	21%	/	/	/	17%	?	-10%
Cc1noc(C)c1C(=O)N1CCN(CCc2ccccc2)CC1	9%	-10%	-16%	3%	3%	i	-6%	9%	5%
COc1ccc(-n2c(=O)c3ccccc3n(CC(=O)OCc3ccccc3)c2=O)cc1OC	-3%	i	13%	21%	-4%	i	-6%	1%	?
O=C(CC(=O)c1cccnc1)c1ccccc1	-17%	i	0%	16µM*	/	i	4%	?	-19%
CC(=O)/C=C\c1ccc(OC(=O)c2cccnc2)cc1	-22%	-72%	20µM*	9%	-8%	i	-10%	31%[activator]	-27%
O=C(CCN1C(=O)C2CC=CCC2C1=O)Nc1cc(C(F)(F)F)ccc1N1CCCC1 (configuration not stated)	9%	-12%	-8%	-2%	3%	i	17%	3%	-7%
Cc1ccccc1NC(=O)Nc1ccccn1	7%	0%	13%	1%	1%	i	2%	9%	-1%
COc1ccc(OC)c(S(=O)(=O)NCC(=O)O)c1	-3%	i	3%	-1%	-1%	i	-45%	-7%	-6%
CCCNC(=O)C1(C)CCN(Cc2noc(-c3ccccc3OC)n2)C1 (configuration not stated)	8%	i	0%	-2%	/	i	7%	9%	4%
O=S(=O)(c1cccc(C(F)(F)F)c1)N(CCCN1CCOCC1)Cc1cccs1	-2%&5%	i	-19%&-11%	1%&-2%	0%&-5%	i	-3%&-1%	?	-5%&-10%
Cc1cccnc1C(NC(=O)C1CCN(Cc2cn(C)c3ccccc23)CC1)c1ccc(Cl)cc1 (configuration not stated)	-11%	-9%	6%	-5%	/	i	24%	?	?
CCOc1cc(C(=O)CCC(=O)OCC(=O)Nc2ccc(F)cc2)ccc1O	7%	i	28%	2%	2%	i	2%	4%	1%
CCOc1ccc(N2C(=O)N(Cc3ccc(C)cc3C)c3ccccc3S2(=O)=O)cc1	0%	i	21%[9.22 µM]	/	/	/	40%	?	-3%
Cc1cccc(C)c1OCCCCN1CCNCC1	-5%	-16%	-1%	5%	0%	i	-7%	?	-2%

# A portion of the library; the hit share may differ from the screen's.
